# BioA inh: BioA (M. tuberculosis) enzyme inhibition; purified M. tuberculosis BioA enzyme, plate reader; inhibition, % at 9.99 µM; 360,000 compounds, 0.096% hits; in the data active means inhibition above about 40%
# TcdB inh: TcdB glycohydrolase inhibition; inhibition, % at 9.99 µM; 350,000 compounds, 0.24% hits; TcdB glycohydrolase enzymatic assay, plate reader; P18177; in the data active means inhibition above about 10%
# Target sequence (P18177 whole entry, looked up): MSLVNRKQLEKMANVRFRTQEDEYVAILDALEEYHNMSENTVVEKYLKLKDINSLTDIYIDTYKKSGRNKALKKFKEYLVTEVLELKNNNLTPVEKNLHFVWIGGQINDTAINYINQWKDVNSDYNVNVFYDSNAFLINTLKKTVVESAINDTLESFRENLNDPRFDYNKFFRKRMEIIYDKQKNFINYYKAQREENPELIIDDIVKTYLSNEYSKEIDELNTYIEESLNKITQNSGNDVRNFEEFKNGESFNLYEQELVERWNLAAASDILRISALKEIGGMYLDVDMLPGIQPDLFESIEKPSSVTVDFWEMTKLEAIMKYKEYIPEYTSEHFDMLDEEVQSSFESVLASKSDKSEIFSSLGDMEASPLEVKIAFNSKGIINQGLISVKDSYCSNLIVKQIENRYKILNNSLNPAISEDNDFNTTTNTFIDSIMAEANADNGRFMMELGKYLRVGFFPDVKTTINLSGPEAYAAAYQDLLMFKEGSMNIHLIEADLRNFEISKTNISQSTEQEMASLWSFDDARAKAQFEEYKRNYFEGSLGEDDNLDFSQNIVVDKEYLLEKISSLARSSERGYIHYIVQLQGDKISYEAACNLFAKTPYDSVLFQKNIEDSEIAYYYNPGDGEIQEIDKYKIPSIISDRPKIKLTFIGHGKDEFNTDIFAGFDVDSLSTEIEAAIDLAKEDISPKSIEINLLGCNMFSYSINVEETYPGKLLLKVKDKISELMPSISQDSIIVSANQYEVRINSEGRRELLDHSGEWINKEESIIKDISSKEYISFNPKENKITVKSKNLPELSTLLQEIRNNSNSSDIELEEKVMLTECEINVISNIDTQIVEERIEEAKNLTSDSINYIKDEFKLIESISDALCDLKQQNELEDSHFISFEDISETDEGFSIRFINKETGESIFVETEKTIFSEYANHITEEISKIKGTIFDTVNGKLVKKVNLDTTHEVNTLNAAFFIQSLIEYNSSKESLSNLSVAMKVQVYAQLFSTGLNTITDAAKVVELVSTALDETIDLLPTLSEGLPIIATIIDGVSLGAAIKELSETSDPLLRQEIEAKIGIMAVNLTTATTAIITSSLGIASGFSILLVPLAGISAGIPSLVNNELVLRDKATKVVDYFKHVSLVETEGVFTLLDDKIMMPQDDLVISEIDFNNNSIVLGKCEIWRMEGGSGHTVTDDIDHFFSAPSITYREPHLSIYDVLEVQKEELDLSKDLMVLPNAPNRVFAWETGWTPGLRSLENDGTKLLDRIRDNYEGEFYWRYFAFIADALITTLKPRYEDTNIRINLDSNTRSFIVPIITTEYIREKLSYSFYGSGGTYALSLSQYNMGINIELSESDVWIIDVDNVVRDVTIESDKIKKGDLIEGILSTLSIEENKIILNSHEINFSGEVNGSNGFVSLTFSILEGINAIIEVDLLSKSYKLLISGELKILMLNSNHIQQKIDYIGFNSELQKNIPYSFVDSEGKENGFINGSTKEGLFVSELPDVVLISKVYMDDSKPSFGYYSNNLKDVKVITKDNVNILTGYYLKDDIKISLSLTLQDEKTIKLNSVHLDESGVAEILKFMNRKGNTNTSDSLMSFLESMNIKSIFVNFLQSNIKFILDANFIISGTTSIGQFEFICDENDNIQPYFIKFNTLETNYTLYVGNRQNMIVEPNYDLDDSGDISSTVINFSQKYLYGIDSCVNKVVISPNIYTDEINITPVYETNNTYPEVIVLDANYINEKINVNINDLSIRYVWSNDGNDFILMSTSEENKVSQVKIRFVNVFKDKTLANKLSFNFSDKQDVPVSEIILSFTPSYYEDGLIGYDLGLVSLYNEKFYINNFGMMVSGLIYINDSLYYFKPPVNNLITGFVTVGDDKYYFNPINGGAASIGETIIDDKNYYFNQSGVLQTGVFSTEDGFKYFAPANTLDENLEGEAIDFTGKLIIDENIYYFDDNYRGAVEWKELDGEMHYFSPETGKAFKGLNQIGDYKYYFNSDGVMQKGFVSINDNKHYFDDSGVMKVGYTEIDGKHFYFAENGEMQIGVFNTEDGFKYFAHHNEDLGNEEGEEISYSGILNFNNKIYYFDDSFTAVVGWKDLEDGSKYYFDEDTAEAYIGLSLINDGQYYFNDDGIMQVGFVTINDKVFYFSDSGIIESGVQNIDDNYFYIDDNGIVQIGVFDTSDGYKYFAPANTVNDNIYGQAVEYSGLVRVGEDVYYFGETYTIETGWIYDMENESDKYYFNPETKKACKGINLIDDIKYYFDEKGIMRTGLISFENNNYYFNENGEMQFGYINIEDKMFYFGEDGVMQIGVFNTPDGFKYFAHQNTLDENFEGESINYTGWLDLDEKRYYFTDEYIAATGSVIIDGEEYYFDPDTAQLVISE
# The depositor's hits bear a star. Some of the compounds tested. The share of hits here may be higher or lower than overall.
# Sample of the layout:
SMILES,BioA inh,TcdB inh
C[C@H]1CN([C@@H](C)CO)C(=O)c2cccc(N(C)C)c2O[C@@H]1CN(C)S(=O)(=O)c1cccs1,-0.9,0.8
C[C@@H]1CN([C@H](C)CO)C(=O)Cc2cc(NC(=O)Nc3ccc(F)cc3)ccc2O[C@@H]1CN(C)Cc1ccc(-c2ccccc2)cc1,-5.8,-2.6
CC(C)NC(=O)N(C)C[C@H]1Oc2ccc(NC(=O)C3CC3)cc2CC(=O)N([C@@H](C)CO)C[C@@H]1C,-2.1,-0.4
CN(C)CC(=O)N1[C@H](CO)[C@@H](c2ccc(-c3ccc(C(=O)N(C)C)cc3)cc2)[C@@H]1C#N,-2.1,-0.1
CO[C@@H](CN(C)S(=O)(=O)c1cccc(Cl)c1)[C@@H](C)CN([C@@H](C)CO)S(=O)(=O)c1ccc(Cl)cc1,-0.7,0.2

# The list itself (from the top)
SMILES,BioA inh,TcdB inh
C[C@H]1CN([C@@H](C)CO)C(=O)c2cccc(N(C)C)c2O[C@@H]1CN(C)S(=O)(=O)c1cccs1,-0.9,0.8
C[C@@H]1CN([C@H](C)CO)C(=O)Cc2cc(NC(=O)Nc3ccc(F)cc3)ccc2O[C@@H]1CN(C)Cc1ccc(-c2ccccc2)cc1,-5.8,-2.6
CC(C)NC(=O)N(C)C[C@H]1Oc2ccc(NC(=O)C3CC3)cc2CC(=O)N([C@@H](C)CO)C[C@@H]1C,-2.1,-0.4
CN(C)CC(=O)N1[C@H](CO)[C@@H](c2ccc(-c3ccc(C(=O)N(C)C)cc3)cc2)[C@@H]1C#N,-2.1,-0.1
CO[C@@H](CN(C)S(=O)(=O)c1cccc(Cl)c1)[C@@H](C)CN([C@@H](C)CO)S(=O)(=O)c1ccc(Cl)cc1,-0.7,0.2
CNC[C@H]1Oc2ccc(NC(=O)Nc3c(C)noc3C)cc2C(=O)N([C@H](C)CO)C[C@H]1C,1.1,0.4
C[C@@H]1CCCCO[C@H](CN(C)C(=O)Nc2ccc(C(F)(F)F)cc2)[C@H](C)CN([C@H](C)CO)C(=O)c2cc(NS(=O)(=O)c3cn(C)cn3)ccc2O1,1.6,0.5
C[C@@H]1CN([C@@H](C)CO)C(=O)Cc2cc(NC(=O)Nc3ccccc3)ccc2O[C@H]1CN(C)S(=O)(=O)c1ccccc1,-0.6,0.6
C[C@@H]1CN([C@H](C)CO)C(=O)c2cc(NC(=O)C3CCCCC3)ccc2O[C@@H]1CN(C)CC1CC1,-1.0,0.4
O=C(C[C@H]1CC[C@H]2NC[C@H](O)COC[C@@H]2O1)NCCN1CCCCC1,-1.8,-3.2
C[C@H](CO)N1C[C@H](C)[C@H](CN(C)C(=O)c2cccnc2)Oc2cc(C#CC3CC3)ccc2S1(=O)=O,-1.3,0.1
CO[C@H]1CN(C)C(=O)c2ccc(NC(C)=O)cc2OC[C@@H](C)N(Cc2cncnc2)C[C@@H]1C,-1.8,-0.1
CCCC(O)C#Cc1cnc2c(c1)C(=O)N([C@H](C)CO)C[C@H](C)[C@H](CN(C)S(=O)(=O)c1ccc(F)cc1)O2 (some centres undefined),-0.7,-0.8
CO[C@H](CN(C)S(=O)(=O)c1ccccc1)[C@@H](C)CN(C(=O)Nc1ccccc1F)[C@@H](C)CO,0.5,-1.5
CC(C)CC#Cc1ccc2c(c1)O[C@@H](CN(C)C(=O)Cc1ccncc1)[C@H](C)CN([C@H](C)CO)S2(=O)=O,-0.7,-0.9
CCC(=O)Nc1ccc2c(c1)C(=O)N(C)C[C@@H](OC)[C@@H](C)CN(CCc1ccccc1)[C@H](C)CO2,0.9,0.4
O=C(C[C@@H]1CC[C@@H]2[C@H](COC[C@H](O)CN2CCC(F)(F)F)O1)NCC1CC1,-2.0,-3.3
Cn1cnc(CCNC(=O)C[C@@H]2CC[C@H]3[C@@H](COC[C@@H](O)CN3C(=O)Nc3ccc(C(F)(F)F)cc3)O2)c1,-1.5,0.0
C[C@H]1CN([C@@H](C)CO)C(=O)c2cc(NC(=O)CCN3CCOCC3)ccc2O[C@@H]1CN(C)S(=O)(=O)c1cccs1,-0.1,1.0
COc1ccc(NC(=O)Nc2ccc3c(c2)C(=O)N([C@@H](C)CO)C[C@H](C)[C@H](CN(C)S(=O)(=O)c2ccc(Cl)cc2)O3)cc1,-1.0,1.6
C[C@@H]1CCCCO[C@@H](CN(C)C(=O)Nc2ccc3c(c2)OCO3)[C@H](C)CN([C@H](C)CO)C(=O)c2cc(NC(=O)Nc3ccc(C(F)(F)F)cc3)ccc2O1,5.9,0.1
C[C@H](CO)N1C[C@H](C)[C@H](CN(C)S(=O)(=O)c2ccccc2)Oc2ccc(NS(=O)(=O)c3cn(C)cn3)cc2C1=O,3.9,-0.1
CC(C)C#Cc1ccc2c(c1)O[C@H](CN(C)C(=O)C1CC1)[C@@H](C)CN([C@@H](C)CO)S2(=O)=O,3.7,0.6
Cc1cccc(S(=O)(=O)N2C[C@@H]3[C@H](c4ccccc42)[C@H](CO)N3C(=O)C2CC2)c1,-3.7,1.5
O=C(Nc1ccc(F)cc1)N1C[C@H]2[C@@H](c3ccccc31)[C@@H](CO)N2C(=O)c1ccccc1F,-5.9,-1.5

# A different layout for some results above:
SMILES	BioA inh	TcdB inh
C[C@@H]1CN([C@@H](C)CO)C(=O)Cc2cc(NC(=O)Nc3ccccc3)ccc2O[C@H]1CN(C)S(=O)(=O)c1ccccc1	-0.6	0.6
C[C@@H]1CN([C@H](C)CO)C(=O)c2cc(NC(=O)C3CCCCC3)ccc2O[C@@H]1CN(C)CC1CC1	-1.0	0.4

# (continued)
SMILES,BioA inh,TcdB inh
C[C@H]1CCCCO[C@H](CN(C)C(=O)Nc2ccc(C(F)(F)F)cc2)[C@@H](C)CN([C@@H](C)CO)C(=O)c2cc(NS(=O)(=O)c3cccs3)ccc2O1,-6.6,-0.5
C[C@@H]1CN([C@H](C)CO)C(=O)c2cc(C3=CCCC3)cnc2O[C@H]1CN(C)C(=O)c1cccnc1,-0.8,-1.3
C[C@@H]1CN([C@H](C)CO)S(=O)(=O)c2ccc(C#CC(C)(C)O)cc2O[C@H]1CN(C)CC1CCCC1,-0.7,-1.6
O=C(NCC1CC1)[C@@H]1[C@@H](CO)[C@@H]2Cn3c(ccc(/C=C/c4ccccc4)c3=O)[C@H]1N2C(=O)C1CCC1,0.6,-0.2
CNC[C@H]1Oc2ccc(NC(=O)Nc3ccccc3)cc2C(=O)N([C@H](C)CO)C[C@H]1C,0.1,0.4
C[C@@H]1CN([C@H](C)CO)C(=O)c2cc(NC(=O)Cn3cnnn3)ccc2O[C@H]1CN(C)C(=O)Nc1cccc2ccccc12,9.1,-1.3
CNC[C@@H]1Oc2ccc(NS(=O)(=O)c3cn(C)cn3)cc2CC(=O)N([C@H](C)CO)C[C@H]1C,-1.9,1.2
O=C(NCC[C@@H]1CC[C@H](NS(=O)(=O)c2ccccc2)[C@H](CO)O1)c1ccccc1F,-2.7,-0.6
COc1ccc(NC(=O)Nc2cccc3c2O[C@H](CN(C)S(=O)(=O)c2cn(C)cn2)[C@H](C)CN([C@H](C)CO)C3=O)cc1,1.2,0.1
C[C@@H]1CCCCO[C@H](CN(C)C(=O)Cc2ccccc2)[C@H](C)CN([C@@H](C)CO)C(=O)c2cc(NC(=O)c3ccncc3)ccc2O1,-0.7,0.6
C[C@H](CO)N1C[C@H](C)[C@H](CN(C)CC2CC2)OCc2ccccc2-c2ccccc2C1=O,2.1,0.9
O=C(Nc1ccccc1F)N1CCCCN2[C@H](CO)[C@H](c3ccc(C#Cc4ccccc4)cc3)[C@H]2C1,-0.9,-5.2
CC(=O)N(C)C[C@H]1Oc2ncc(-c3ccc(F)cc3)cc2C(=O)N([C@@H](C)CO)C[C@H]1C,-3.4,0.8
COc1ccc(NC(=O)Nc2ccc3c(c2)C(=O)N([C@@H](C)CO)C[C@H](C)[C@@H](CN(C)S(C)(=O)=O)OCCCC[C@@H](C)O3)cc1,0.4,0.3
C[C@@H]1CCCCO[C@H](CN(C)C)[C@H](C)CN([C@@H](C)CO)C(=O)c2cc(NS(=O)(=O)c3cccs3)ccc2O1,0.3,-0.4
CCCN(C)C[C@H]1OCCCC[C@H](C)Oc2ccc(NS(=O)(=O)c3ccc(OC)cc3)cc2C(=O)N([C@@H](C)CO)C[C@H]1C,2.8,0.6
CCN(C[C@H]1[C@H](c2ccccc2)[C@@H](CO)N1C(C)=O)C(=O)NC(C)C,3.4,-0.4
C[C@H]1CN([C@@H](C)CO)C(=O)c2cc(NC(=O)Cc3cn(C)c4ccccc34)ccc2O[C@@H]1CN(C)S(=O)(=O)c1ccccc1,-0.9,-0.1
C[C@@H]1CCCCO[C@H](CN(C)C(=O)Cc2ccccc2)[C@H](C)CN([C@H](C)CO)C(=O)c2cc(NC(=O)c3ccncc3)ccc2O1,-0.7,-0.1
Cc1ccc(S(=O)(=O)Nc2ccc3c(c2)C(=O)N([C@@H](C)CO)C[C@H](C)[C@@H](CN(C)C(=O)Nc2ccccc2)O3)cc1,-1.6,-0.8
C[C@H](CO)N1C[C@H](C)[C@H](CN(C)S(=O)(=O)c2ccc(Cl)cc2)OCCCC[C@H](C)Oc2ccc(NC(=O)Nc3ccc(F)cc3)cc2C1=O,-0.6,0.5
CCS(=O)(=O)Nc1ccc2c(c1)C(=O)N(C)[C@H]1CC[C@H](CC(=O)N3CCOCC3)O[C@H]1CO2,-0.4,-1.2
C[C@@H]1CN([C@H](C)CO)C(=O)c2cc(NS(=O)(=O)c3ccccc3)ccc2O[C@@H](C)CCCCO[C@@H]1CN(C)C(=O)Cc1ccccc1,0.9,-1.7
OC[C@H]1[C@@H](c2ccc(C#CC3CC3)cc2)[C@H]2CN(CCC(F)(F)F)CCCCN21,2.0,-0.4
C[C@H]1CN([C@@H](C)CO)C(=O)c2cc(NS(C)(=O)=O)ccc2O[C@H]1CN(C)C(=O)Nc1cccc2ccccc12,-1.1,0.2
# Going on with the list:
SMILES,BioA inh,TcdB inh
Cc1noc(C)c1NC(=O)Nc1cccc2c1O[C@H](CN(C)C(=O)NC1CCCCC1)[C@H](C)CN([C@@H](C)CO)C2=O,0.4,-1.4
CC(C)NC(=O)N1CCCCN2[C@H](CO)[C@H](c3ccc(C#Cc4ccccc4)cc3)[C@H]2C1,2.9,0.8
C[C@@H]1CN([C@H](C)CO)C(=O)c2cc(NS(=O)(=O)c3ccccc3)ccc2O[C@@H]1CN(C)Cc1ccc(C(=O)O)cc1,-6.9,-2.8
Cc1noc(C)c1NC(=O)Nc1cccc2c1O[C@H](CN(C)S(C)(=O)=O)[C@H](C)CN([C@H](C)CO)C2=O,3.4,-0.3
CC(C)NC(=O)N1[C@H](CNC(=O)CN(C)C)[C@@H](c2ccccc2)[C@@H]1CO,7.8,-1.9
COc1ccc(CNC(=O)C[C@H]2C=C[C@H](NC(=O)c3cccc(F)c3)[C@H](CO)O2)cc1,-2.6,0.1
CCC(=O)N1CCCCN2[C@H](CO)[C@H](c3ccc(C#Cc4ccccc4F)cc3)[C@@H]2C1,-0.5,0.4
CCC(=O)Nc1ccc2c(c1)C(=O)N(C)[C@H]1CC[C@@H](CC(=O)NCCc3ccccc3)O[C@@H]1CO2,-0.1,-0.8
CCCNC(=O)Nc1ccc2c(c1)C(=O)N(C)C[C@@H](OC)[C@H](C)CN(C(=O)c1ccccc1F)[C@@H](C)CO2,-2.0,1.6
C[C@@H]1CN([C@@H](C)CO)C(=O)c2cc(NS(=O)(=O)c3ccc(F)cc3)ccc2O[C@@H]1CN(C)Cc1ccc(C(=O)O)cc1,-2.1,-1.7
O=C(C[C@@H]1CC[C@H]2[C@@H](COC[C@H](O)CN2C(=O)Nc2ccc(Cl)c(Cl)c2)O1)NCc1ccc(Cl)c(Cl)c1,5.2,-1.5
CC(C)NC(=O)N(C)C[C@@H]1Oc2cc(-c3ccncc3)ccc2S(=O)(=O)N([C@@H](C)CO)C[C@H]1C,-2.8,-5.8
CC(C)NC(=O)N[C@@H]1CC[C@H](CCn2cc(-c3ccc(F)cc3)nn2)O[C@H]1CO,-1.8,1.3
C[C@H]1CN([C@@H](C)CO)C(=O)c2c(c3ccccc3n2C)-c2ccccc2CO[C@H]1CN(C)S(=O)(=O)Cc1ccccc1,1.3,0.5
C[C@H](CO)N1C[C@H](C)[C@H](CN(C)Cc2ccccc2)Oc2c(NS(=O)(=O)c3ccc(Cl)cc3)cccc2C1=O,0.3,-1.6
C[C@@H]1CN([C@@H](C)CO)C(=O)c2cc(NC(=O)C3CCCCC3)ccc2O[C@@H]1CN(C)Cc1ccc(-c2ccccc2)cc1,-0.6,-0.3
C[C@@H]1CN([C@@H](C)CO)C(=O)c2cc(NS(=O)(=O)c3ccccc3)ccc2O[C@@H](C)CCCCO[C@H]1CN(C)C(=O)c1ccncc1,-1.7,1.3
Cc1noc(C)c1NC(=O)N(C)C[C@H]1OCCCC[C@@H](C)Oc2ccc(NC(=O)Nc3ccc(C(F)(F)F)cc3)cc2C(=O)N([C@@H](C)CO)C[C@H]1C,-1.1,-0.8
C[C@@H]1CCCCO[C@@H](CN(C)C(=O)Cc2ccccc2)[C@H](C)CN([C@@H](C)CO)C(=O)c2cc(NC(=O)Nc3ccccc3)ccc2O1,-1.0,0.7
COc1ccc(NC(=O)N(C)C[C@@H]2OCCCC[C@@H](C)Oc3ccc(NC(=O)NC4CCCCC4)cc3C(=O)N([C@H](C)CO)C[C@H]2C)cc1,-2.5,-0.2
Cc1ccc(S(=O)(=O)Nc2ccc3c(c2)C(=O)N([C@H](C)CO)C[C@@H](C)[C@@H](CN(C)S(=O)(=O)c2ccc(C)cc2)OCCCC[C@H](C)O3)cc1,-3.9,-0.4
C[C@@H]1CN([C@H](C)CO)C(=O)c2cc(NC(=O)C3CCCCC3)ccc2O[C@@H](C)CCCCO[C@H]1CN(C)C(=O)Nc1ccccc1,-1.2,-0.7
Cc1cccc(S(=O)(=O)N2C[C@H]3[C@@H](c4ccccc42)[C@@H](CO)N3CC2CCOCC2)c1,-1.1,0.1

# Quoted from the listing:
# In BioA inh, Cc1ccc(S(=O)(=O)Nc2ccc3c(c2)C(=O)N([C@H](C)CO)C[C@@H](C)[C@@H](CN(C)S(=O)(=O)c2ccc(C)cc2)OCCCC[C@H](C)O3)cc1 is entered as -3.9
# In BioA inh, CC(C)NC(=O)N1[C@H](CNC(=O)CN(C)C)[C@@H](c2ccccc2)[C@@H]1CO is entered as 7.8
# In TcdB inh, C[C@H](CO)N1C[C@H](C)[C@H](CN(C)Cc2ccccc2)Oc2c(NS(=O)(=O)c3ccc(Cl)cc3)cccc2C1=O is entered as -1.6
